Hsp70 inhibitors: small molecules displacing fluorescent ligand from Hsp70 – biochemical, fluorescence polarization, primary screen (AID 583) | 140,000 tested, 0.06% active | Hsp70 fluorescence polarization probe displacement, mP; higher % means a stronger effect | displacement, % at 20 µM; hits with a dose series show IC50 in µM; in the data active = displacement above about 50%;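 note: plate controls were vehicle for no effect and reference ligand for full effect; a part of the inactive calls stands beside numbers as strong as those of hits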
MKP-3 inhibition: MKP-3 phosphatase inhibitors, primary screen, biochemical, rat enzyme, in vitro (AID 425). recombinant MKP-3 phosphatase activity, fluorescence; higher % means a stronger effect. inhibition, % at 20 µM; hits with a dose series show IC50 in µM. 110,000 tested, 0.17% active; in the data active = inhibition above about 50%;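 note: plate controls were vehicle for no effect and reference inhibitor for full effect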
The depositor's hits bear a star; · = no result given; & = joins results of further samples. Only part of the results is shown (hit frequency here may not be typical).

Results follow in this order: Hsp70 inhibitors | MKP-3 inhibition
- COc1cc(/C=C2\SC(=S)N(c3ccc([N+](=O)[O-])cc3)C2=O)ccc1OC(=O)c1cccc(C)c1
→ 0.4% | -2%
- Cc1cccc(OCC(=O)N/N=C/c2ccc(OC(=O)c3cccs3)cc2)c1
→ -1.9% | 0%
- C=CC(=O)NC(NC(=O)C=C)c1ccc(Br)cc1
→ -0.3% | 1%
- COc1ccc(-c2cc(C(=O)Nc3nc4ccc(S(C)(=O)=O)cc4s3)c3ccccc3n2)cc1
→ -1.6% | 0%
- COc1cc(/C=C2/SC(=S)N(C)C2=O)ccc1OCCSc1ccc(Cl)cc1
→ 3.6% | -4%
- O=C1CC2c3ccccc3C1C1C(=O)N(c3ccc(Br)cc3)C(=O)C21 (stereo not given)
→ -3.7% | 5%
- Cc1cc(C)c(/C(=C2\OC(=O)c3ccccc32)[N+](=O)[O-])cc1C
→ -0.3% | 1%
- Fc1ccccc1OCCCN1CCOCC1
→ 3.3% | -4%
- Cc1ccccc1-c1cc2c(nn1)-c1ccccc1C2=O
→ -0.9% | ·
- CC(=O)NCCOC(=O)Nc1ccncc1
→ · | -9%
- CCn1c(COc2ccccc2)nnc1SCC(=O)NC1CCCCC1
→ 7.2% | 1%
- COC(=O)c1ccc(OC(=O)c2ccc(OC)c(OC)c2)c(OC)c1
→ -1.9% | -3%
- c1ccc2oc(CCc3nc4ccccc4o3)nc2c1
→ 0.2% | -6%
- COC(=O)C1=C(O)C(C(=O)OC)C(c2ccc(C)cc2)C(C#N)(C#N)C1c1ccc(C)cc1 (stereo not given)
→ -6.9% | ·
- O=C(Nc1ccccc1N1CCN(C(=O)c2ccc(Cl)cc2)CC1)c1ccc(Br)cc1
→ -10% | ·
- CCOC(=O)c1c(C)oc2ccc(O)cc12
→ -0.7% | ·
- O=C(O)CCN1CCOCC1
→ 1.9% | -7%
- Cc1cc(C(=O)Nc2c[nH]c(=O)[nH]c2=O)ccc1[N+](=O)[O-]
→ 2.6% | -1%
- Oc1ccc(/C=N/Nc2nc(N3CCCC3)nc(N3CCCC3)n2)cc1O
→ 1.5% | 1%
- CCC(=O)N1CCc2cc(S(=O)(=O)CCC(=O)Nc3nc(C)cs3)ccc21
→ 3.8% | -1%

2 compounds picked at random from the list so far, as already listed:
Results follow in this order: Hsp70 inhibitors | MKP-3 inhibition
- CC(=O)NCCOC(=O)Nc1ccncc1
→ · | -9%
- COC(=O)c1ccc(OC(=O)c2ccc(OC)c(OC)c2)c(OC)c1
→ -1.9% | -3%

Next entries.
Results follow in this order: Hsp70 inhibitors | MKP-3 inhibition
- Cc1c(NC(=O)C(C)c2ccc(CC(C)C)cc2)c(=O)n(-c2ccccc2)n1C (stereo not given)
→ 6.1% | ·
- CC1CCCN(C(=O)Cc2ccc(F)cc2)C1 (stereo not given)
→ -3.0% | -6%
- COc1cc(/C=C2\C(=O)NC(=O)N(c3ccc(F)cc3)C2=O)ccc1O
→ 0.0% | 0%
- O=C(O)CCCCCN1C(=O)C(=O)/C(=C(/O)c2ccccc2)C1c1ccc2c(c1)OCO2 (stereo not given)
→ -2.2% | 6%
- Cc1cccc(C)c1NC(=O)CSc1nnc(CCCCCNC(=O)OC(C)(C)C)o1
→ 2.4% | -5%
- S=c1oc(-c2ccccc2Cl)nn1CN1CCCCC1
→ -1.6% | -2%
- CCOc1cc([C@H]2[C@@H]3CCCC[C@]3(O)CCN2CC(=O)NCc2ccco2)ccc1O
→ 0.3% | -3%
- Cc1cccc(OCCSc2nnc(-c3ccoc3C)n2C)c1
→ -0.1% | -1%
- O=C(/C(=C\c1ccc(Cl)cc1)c1nc2ccccc2s1)c1ccccc1
→ 1.6% | 8%
- CCc1ccc(NC(=O)CN2C(=O)c3ccccc3C2=O)cc1
→ -3.6% | 1%
- O=C(CCn1cccc1)Nc1ccccc1F
→ -2.1% | -7%
- COc1ccccc1C(=O)Nc1cc2c(ccc3ccccc32)oc1=O
→ -3.5% | ·
- CCn1c(CNC(=O)c2cccc(C)c2)nnc1SCC(=O)Nc1cccc(OC)c1
→ -2.3% | -7%
- NC(=O)C1CCN(CCC(=O)Nc2cccc(Cl)c2)CC1
→ -0.9% | 1%
- O=C(c1ccco1)N1CCN(C(=O)c2cc3sccc3n2Cc2ccccc2)CC1
→ 0.8% | -6%
- Cc1cc(C)nc(NS(=O)(=O)c2ccc(NC(=S)NC(=O)c3ccc(Br)cc3)cc2)n1
→ -6.3% | 0%
- Cc1cc(Cl)ccc1OCC(=O)O/N=C(\N)c1ccncc1
→ -5.1% | 1%
- N#CC1=C(N)S[C@H](C(=O)C23CC4CC(CC(C4)C2)C3)[C@H]1c1ccncc1
→ -4.0% | 1%
- COC(=O)c1c(-c2cccc3ccccc23)csc1N
→ 1.9% | 8%
- COc1ccc2nc3oc(C(=O)N4CCN(c5cccc(C(F)(F)F)c5)CC4)cc3cc2c1
→ -4.0% | -2%
- CN1CCC(O)(c2ccccc2)C(C)(C)C1 (stereo not given)
→ -3.7% | -2%
- Cc1cc(NC(=O)CSc2nnc(C)c(=O)[nH]2)no1
→ 0.6% | 0%
- O=C(N/N=C/c1ccc(O)c(O)c1O)/C(=C/c1ccc([N+](=O)[O-])cc1)NC(=O)c1ccccc1
→ 5.2% | ·
- COc1ccccc1N1CCN(C(=O)c2cc(-c3ccc(C)cc3)on2)CC1
→ 3.7% | -3%
- CCN1C(=O)/C(=C\c2ccc(-c3cccc(Cl)c3)o2)SC1=S
→ -4.1% | 0%
- Cc1ccc(NC(=O)c2ccc(C(=O)O)cc2C(=O)O)c(C)c1
→ 3.1% | -2%
- Cc1ccc(/C=C/C2=NN(Cc3ccccc3)C(=O)CC2)cc1
→ -1.0% | ·
- O=C(CN1CCCCC1)OCC1CCCO1 (stereo not given)
→ 1.0% | 0%
- CCNC(=O)NC(=O)C(C)OC(=O)c1cccnc1SC (stereo not given)
→ 5.7% | -8%
- COc1cccc(C(=O)Nc2cccc(NC(C)=O)c2)c1
→ -1.1% | -6%
- O=C(NCC1CCCO1)[C@@H]1CSC2c3ccccc3C(=O)N21 (stereo not given in full)
→ -0.5% | -6%
- Cc1ccc(CNC(=O)CSc2nc3ccccc3c(=O)n2CCCO)cc1
→ 90% | 1%
- COc1ccc(CCNC(=O)Cc2cc(=O)[nH]c(=O)[nH]2)cc1OC
→ 5.8% | -11%
- C=COCCNC(=O)C(=O)Nc1ccccc1CC
→ 4.6% | 3%
- COC(=O)c1ccc(N2C(=O)CC(NCCc3ccc(OC)cc3)C2=O)cc1 (stereo not given)
→ 5.7% | 1%
- COc1ccc(OC)c(NC(=O)c2c(C)c(-c3ccccc3)nc3ccccc23)c1
→ -0.4% | 5%
- COc1ccc(C(=O)CSc2n[nH]c(-c3ccccc3)n2)cc1[N+](=O)[O-]
→ 1.7% | 0%
- CCN(CC)CCOC(=O)c1ccc(NC(=O)c2ccc(OC)c(OC)c2)cc1
→ 2.1% | -1%
- Fc1ccccc1N1CCN(Cc2nc(-c3ccc(Cl)cc3Cl)no2)CC1
→ -2.5% | -3%
- Cc1nc2c(c(=O)n1Cc1ccccc1Cl)c1nc3ccccc3nc1n2Cc1ccco1
→ 4.1% | -5%

Profiles, quoted from the list. Order of screens: Hsp70 inhibitors, MKP-3 inhibition
Entry for CCN(CC)CCOC(=O)c1ccc(NC(=O)c2ccc(OC)c(OC)c2)cc1 → 2.1%, -1%
Entry for COC(=O)c1ccc(N2C(=O)CC(NCCc3ccc(OC)cc3)C2=O)cc1 (stereo not given) → 5.7%, 1%

The listing continues:
Results follow in this order: Hsp70 inhibitors | MKP-3 inhibition
- COc1ccc(NS(=O)(=O)c2ccc([N+](=O)[O-])cc2)cc1Cl
→ -4.9% | 3%
- CCN(Cc1cc2ccccc2[nH]c1=O)C(=O)C1CCCCC1
→ -2.5% | -3%
- CCNS(=O)(=O)c1ccc(S(=O)(=O)N(Cc2ccccn2)C2CCCCC2)cc1
→ 2.1% | -5%
- CCn1c(=N)c(C(N)=O)cc2c(=O)n3cccc(C)c3nc21
→ -2.1% | 4%
- CCOc1ccc(C2=NNC(c3cccs3)=Nc3ccc(OC)cc32)cc1
→ 6.7% | ·
- CC(C)OCCCNS(=O)(=O)c1ccc2c(c1)oc(=O)n2C
→ 2.5% | -6%
- O=C(OCc1nc2c(ccc3ccccc32)[nH]1)C1CCCCC1
→ 4.6% | 0%
- COc1ccc(Br)cc1C(=O)Nc1ccc2c(c1)oc1ccccc12
→ -4.0% | 2%
- CC1CCc2c(sc3nc(-c4ccccc4)oc(=O)c23)C1 (stereo not given)
→ 2.0% | 0%
- O=C(Cn1nc(C(F)(F)F)c2c1CCCC2)Nc1ccc2c(c1)OCO2
→ -2.8% | 8%
- Cc1nc2cc(NC(=O)N3CCC(c4ccccc4)C3)ccc2n1C (stereo not given)
→ 6.0% | -12%
- COc1ccc(CCC(=O)NCc2ccco2)cc1
→ 1.9% | 3%
- Cc1nn(CCc2nn[nH]n2)c2nc(C(F)(F)F)cc(C(F)(F)F)c12
→ 1.6% | -6%
- O=C(COC(=O)C1(c2ccccc2F)CCCC1)N1CCOCC1
→ 2.3% | ·
- COc1ccnc(N=CNOCc2ccc(C)cc2)c1C#N
→ 1.6% | ·
- CCOC(=O)c1sc(NC(=O)c2c(C)nn(Cc3ccccc3)c2C)cc1C
→ -5.0% | -13%
- COc1ccc(OC)c(Nc2cc(-c3ccccc3)nc(N)n2)c1
→ -2.9% | -5%
- CN1C(=O)CC(P(=O)(c2ccccc2)c2ccccc2)N(C)C1=O (stereo not given)
→ 6.0% | -8%
- O=S(=O)(c1ccc(Oc2ccccc2)cc1)N1CCOCC1
→ 3.0%&0.7% | -11%&-1%
- c1ccc(-c2nn3nnnc3c3ccccc23)cc1
→ 2.8% | -5%

Sorted by value in MKP-3 inhibition (smallest number first): some entries from above.
Results follow in this order: Hsp70 inhibitors | MKP-3 inhibition
- CCNS(=O)(=O)c1ccc(S(=O)(=O)N(Cc2ccccn2)C2CCCCC2)cc1
→ 2.1% | -5%
- O=C(OCc1nc2c(ccc3ccccc32)[nH]1)C1CCCCC1
→ 4.6% | 0%
- CCn1c(=N)c(C(N)=O)cc2c(=O)n3cccc(C)c3nc21
→ -2.1% | 4%

Later entries:
Results follow in this order: Hsp70 inhibitors | MKP-3 inhibition
- COc1ccc(-c2cc(C3CC3)nc(SC)c2C#N)cc1
→ -6.6% | 5%
- COc1c(C2=CC(=O)N(C)C2=O)c2c(n1C)C(=O)c1ccccc1C2=O
→ -2.3% | 7%
- COc1ccccc1-c1cc(C(=O)NC(C)c2ccccc2)no1 (stereo not given)
→ -0.5% | 1%
- O=c1[nH]c(=O)n(Cc2ccco2)c2c1C(C(F)(F)F)(C(F)(F)F)N=C(Cc1ccccc1)N2
→ -4.8% | ·
- COc1ccc(C(c2nnnn2C2CCCC2)N2CCC(C)CC2)c(OC)c1 (stereo not given)
→ 2.0% | -8%
- CCOc1ccc(N(CC(=O)Nc2ccc(C)cc2C)S(=O)(=O)c2ccc(SC)cc2)cc1
→ 2.5% | 0%
- C/C(O)=C/c1nc2ccccc2n(-c2ccccc2)c1=O
→ 3.6% | 1%
- CCOC(=O)c1ccc(NC(=O)C(=O)NCCCOC)cc1
→ -5.9% | 2%
- CCOc1ccc2nc(SCC#N)c(C#N)cc2c1
→ -3.1% | -11%
- Cc1cn(C(=O)c2cccc(Br)c2)c(C)n1
→ 2.0% | -15%
- Cc1ccc(-c2nnc(CSc3nc(C(C)C)nc4sc(C)c(C)c34)o2)cc1
→ -6.9% | ·
- CCN(CC)C(=O)c1ccc(CS(=O)(=O)c2ccc(OC)cc2)o1
→ · | -15%
- COc1cccc(C(=O)Nc2cccc(-c3nc4ncccc4o3)c2C)c1
→ 6.4% | 3%
- Cc1ccc(-c2nnc(SCC(=O)Nc3sc(C)c(C)c3C#N)n2C)cc1
→ 3.2% | ·
- CCN(CC)S(=O)(=O)c1ccc(NC(=O)Cn2c(=O)sc3ccccc32)cc1
→ -1.7% | ·
- COc1cc(-c2nnc(CSc3nc4ccccc4s3)o2)cc(OC)c1OC
→ -4.5% | 0%
- CCCN1C/C(=C\c2ccccc2)C(=O)/C(=C/c2ccccc2)C1
→ -1.4% | -2%
- CCCCCn1c(CN2CCCCC2C)nc2c1c(=O)n(C)c(=O)n2C (stereo not given)
→ -0.6% | -5%
- O=C(Nn1nnnc1Nc1ccccc1)C12CC3CC(CC(C3)C1)C2
→ -0.7% | -6%
- CCCCNC(=O)Nc1cc(C(=O)OC)ccc1C
→ 2.0% | 1%
- CCCCCCNC(=O)C(C(=O)OCC)C1CCCCC1 (stereo not given)
→ 10% | -14%
- Cc1cc2cc(CCNC(=O)C(C)C)c(=O)[nH]c2cc1C
→ -3.3% | ·
- COC(=O)c1[nH]c2cccc(Cl)c2c1NC(=O)CN(C)C1CCCCC1
→ -0.4% | -9%
- Cc1ccc(-n2c(COc3c(C)cccc3C)nnc2SCC(=O)Nc2nccs2)cc1
→ -1.7% | ·
- Oc1ccc(Cl)cc1C1=NCCNC(C(F)(F)C(F)F)=C1
→ -0.4% | ·
- CCOC(=O)c1cnc2nc(NCc3ccc(OC)c(OC)c3)[nH]n2c1=O
→ -0.4% | -2%
- COc1ccccc1N1CCN(C(=O)c2c(C)cc(=O)oc2C)CC1
→ -3.6% | -6%
- Cc1ccc(C(=O)NC2CCCCCC2)cc1N1CCCC1=O
→ -4.5% | 11%
- CCOC(=O)C1=C(CNCc2ccccc2Cl)NC(=O)NC1c1ccc2c(c1)OCO2 (stereo not given)
→ 5.4% | 7%
- CCOc1ccc(NC(=O)CSC(N)=O)cc1
→ 9.3% | 0%
- CCn1c(=O)cc(SCC(=O)N2CCN(c3ccccc3OC)CC2)c2ccccc21
→ -0.2% | 0%
- COc1ccc(NC(=O)c2ccco2)cc1NC(=O)c1ccc(C)cc1
→ · | 0%
- COc1cc(OC)c(C(=O)N2CC(=O)Nc3ccccc32)c(OC)c1
→ -2.9% | 3%
- FC(F)Sc1ccc(NC(=S)NCC2CCCCC2)cc1
→ 1.8% | ·
- COC(=O)c1c(C)oc2ccc(NS(=O)(=O)c3ccc(F)cc3)cc12
→ 2.8% | 2%
- O=C(c1cc2c(=O)oc3ccccc3c2s1)N1CCN(c2ncccn2)CC1
→ -4.9% | -1%
